phage Ecoli inh = E. coli growth loss with phage present. growth absorbance. inhibition, % at 11.9 µM. actives 0.26% (n = 360,000). AID 651602; in the data active = inhibition above about 11%
Ecoli viability = reduces bacterial viability in AddAB counter-screen; AID 449728; inhibition, % at 11.9 µM; actives 0.27% (n = 330,000); E. coli V3065 growth, OD600 absorbance, 18 h;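 active = inhibition above the campaign's mean inhibition across all tested compounds plus 3 SD, cut at about 9.9% in these data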;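 also: uninfected addAB+ strain grown without phage in ampicillin broth; 0% = DMSO wells and 100% = ciprofloxacin 0.95 µg/ml wells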
DAGLB inh = blocks human DAGLB lipase activity; AID 504411; Q8NCG7; inhibition, % at 5.17 µM; actives 0.059% (n = 340,000); HEK293T DAGLB membrane lysate, EnzChek fluorogenic substrate; in the data active = inhibition above about 34%;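 also: 0% = enzyme with vehicle and 100% = wells lacking enzyme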
Target sequence (Q8NCG7 whole entry, looked up): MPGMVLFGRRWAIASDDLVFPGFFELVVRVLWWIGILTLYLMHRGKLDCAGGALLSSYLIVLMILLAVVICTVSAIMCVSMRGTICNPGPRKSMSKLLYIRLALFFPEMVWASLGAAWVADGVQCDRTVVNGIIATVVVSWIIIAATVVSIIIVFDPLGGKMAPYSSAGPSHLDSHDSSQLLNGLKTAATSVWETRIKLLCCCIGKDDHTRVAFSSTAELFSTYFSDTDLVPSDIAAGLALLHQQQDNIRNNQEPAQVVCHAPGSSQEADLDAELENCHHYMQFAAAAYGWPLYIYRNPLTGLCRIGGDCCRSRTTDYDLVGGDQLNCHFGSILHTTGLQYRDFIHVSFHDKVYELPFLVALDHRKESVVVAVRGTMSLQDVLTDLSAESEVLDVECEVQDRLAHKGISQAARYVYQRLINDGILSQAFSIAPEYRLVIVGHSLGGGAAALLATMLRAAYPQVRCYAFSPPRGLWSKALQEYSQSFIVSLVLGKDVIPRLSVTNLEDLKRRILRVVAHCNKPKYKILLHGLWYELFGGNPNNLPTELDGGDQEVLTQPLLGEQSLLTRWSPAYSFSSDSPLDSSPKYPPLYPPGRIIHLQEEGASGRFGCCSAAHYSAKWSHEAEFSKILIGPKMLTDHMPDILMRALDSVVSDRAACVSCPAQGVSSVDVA
CAL PDZ FP = blocks peptide binding to human CAL PDZ domain. Q9HD26. purified CAL PDZ, TMR-peptide fluorescence polarization, 1 h. inhibition, % at 20 µM. actives 0.02% (n = 330,000). AID 504414;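 active = highest replicate inhibition of at least 40%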;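 also: plate controls were DMSO neutral control wells for no effect and unlabeled competitor peptide control wells for full effect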
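System: purified tagged CAL PDZ domain construct (CerCALP). Schedule: 1 h incubation at room temperature before polarization reading. Medium: 25 mM sodium phosphate pH 7.4, 150 mM NaCl, TCEP, IgG, Thesit. Read-out: percent inhibition from loss of millipolarization. Measured by: FP readout, S and P plane fluorescence. Probe or stimulus: fluorescent TMR peptide probe.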
Rtt109 Vps75 = blocks Candida albicans Rtt109/Vps75 acetyltransferase activity. Q5AAJ8. purified Rtt109/Vps75, ThioGlo CoA-SH fluorescence, 4 h. inhibition, % at 34.9 µM. actives 0.16% (n = 330,000);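 active = inhibition of at least 50% in every replicate; inconclusive = best replicate reaches 50% inhibition but some replicates fall short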
Target sequence (Q5AAJ8 whole entry, looked up): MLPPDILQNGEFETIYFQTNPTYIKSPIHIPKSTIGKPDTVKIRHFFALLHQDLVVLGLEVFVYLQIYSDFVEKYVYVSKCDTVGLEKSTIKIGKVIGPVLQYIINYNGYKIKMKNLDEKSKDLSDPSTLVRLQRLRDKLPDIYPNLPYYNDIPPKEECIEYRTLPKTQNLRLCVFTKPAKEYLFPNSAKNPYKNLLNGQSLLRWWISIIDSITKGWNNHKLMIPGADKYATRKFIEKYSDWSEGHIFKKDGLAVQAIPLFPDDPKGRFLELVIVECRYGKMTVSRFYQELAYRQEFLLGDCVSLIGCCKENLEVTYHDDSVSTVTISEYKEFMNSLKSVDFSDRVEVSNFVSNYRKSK
Wnt act = Wnt/beta-catenin pathway activation | actives 1.2% (n = 300,000) | Wnt/beta-catenin reporter cell assay, activator, plate reader | activation, % at 9.35 µM; in the data active = activation above about 30%, passing the limit was not always enough; inconclusive = no clear call, values can overlap the other calls;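 also: 0% = neutral control wells and 100% = positive control wells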
PvdQ acylase = blocks Pseudomonas aeruginosa PvdQ acylase activity; purified PvdQ acylase, fluorescence plate reader; inhibition, % at 10 µM; actives 0.063% (n = 340,000); AID 488965; in the data active = inhibition above about 30%, passing the limit was not always enough; inconclusive = no clear call, values can overlap the other calls;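 also: 0% = vehicle neutral wells and 100% = reference inhibitor wells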
PfHsp90 set2 = inhibits growth of yeast expressing Plasmodium falciparum Hsp90 | S. cerevisiae expressing PfHsp90, BacTiter-Glo ATP, 48 h; yeast lacking PDR1 and PDR3 efflux regulators | actives 0.32% (n = 310,000) | inhibition, % at 9.4 µM | AID 504621;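 active = every replicate shows inhibition above about 80%, whatever the replicate mean, limit read from the data; inconclusive = mean inhibition reaches the set limit but some replicate falls short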;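 also: 0% = DMSO neutral controls and 100% = 20 µM radicicol positive controls; yeast relying on Plasmodium falciparum Hsp90 in place of its own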
AddAB inh = less growth of phage-infected E. coli with AddAB; inhibition, % at 11.9 µM; actives 0.29% (n = 330,000); E. coli expressing H. pylori AddAB, absorbance growth; in the data active = inhibition above about 12%;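 also: 0% = vehicle wells of infected cells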
Tat export inh = inhibitors of E. coli Tat protein transport; E. coli MC4100 TorA-mCherry Tat export, fluorescence; inhibition, % at 10 µM; actives 0.036% (n = 340,000);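 active = mean replicate inhibition at least 50% and at least half of replicates individually reaching 50%; inconclusive = only one of the two criteria met; inactive = neither criterion met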;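 also: exported cargo escapes ClpAP degradation while cytoplasmic cargo is degraded and loses fluorescence; 0% = median of neutral control wells and 100% = median of NaSCN control wells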
* = called active by the depositor; ? = inconclusive; . = not tested or not shown. Not a hit list; overall some 1.9% were active at least once.

SMILES	phage Ecoli inh	Ecoli viability	DAGLB inh	CAL PDZ FP	Rtt109 Vps75	Wnt act	PvdQ acylase	PfHsp90 set2	AddAB inh	Tat export inh
COc1ccc(CNC(=O)CCSCc2cccc(Cl)c2)cc1	0.7	-1.7	-4	0.2	-3	.	-8	-16	1.6	-1
Cc1cc(C)nc(N(C#N)CN2C(=O)c3ccccc3S2(=O)=O)n1	0.5	-0.2	-4	-0.7	0	.	-7	-32	3.1	6
CC1(C)CC(=O)C2=C(C1)C(c1cn(-c3ccccc3)nc1-c1ccccc1)C(C#N)=C(N)O2 (stereo unspecified)	3.7	0.2	1	-0.2	2	11	-14	0	1.0	2
CCc1nc(N2CCN(S(=O)(=O)c3ccc(Br)cc3)CC2)c2c(C)c(C)sc2n1	-0.5	-2.2	-16	-2.5	10	.	-1	5	0.3	5
CS(=O)(=O)N1CCN(c2ccc(NC(=O)c3cccnc3Cl)cc2)CC1	-2.2	-0.2	2	-1.9	-6	.	-8	16	-0.6	-4
COc1ccc(CNC2CCN(Cc3ccccc3)CC2)cc1	0.6	-1.7	-1	-0.1	-4	-2	8	14	3.0	-4
CCNC(=S)Nc1ccc(OC(F)(F)F)cc1	-0.1	0.2	1	-1.1	6	-2	-13	.	0.0	-2
O=C(O)/C(=C\c1ccccc1OC(F)F)c1ccc(-c2ccccc2)cc1	3.6	-0.8	7	-2.7	7	4	-14	-39	2.0	1
COc1ccc(CCN(C)C(=O)CNC(=O)Cc2cccc3ccccc23)cc1OC	1.6	-2.6	-4	0.2	9	2	-16	-2	1.1	12
COc1cc(OC)cc(C(=O)NC(C(=O)NNC(=O)c2ccc(C)cc2)C(C)C)c1 (stereo unspecified)	0.7	1.2	-1	-1.9	-1	6	6	6	3.5	4
OC(COCCOc1ccc(Br)cc1)CN1CCCCC1 (stereo unspecified)	1.1	-1.1	0	0.0	1	.	-20	-34	1.9	-3
COc1cc(NC(=O)c2ccco2)c(OC)cc1NC(=O)CSc1ncc(-c2ccc(F)cc2)[nH]1	-1.0	-0.4	1	0.8	-1	.	0	-10	1.0	3
Cn1c(CN2CCCCC2)nc2cc([N+](=O)[O-])ccc21	1.2	0.3	-1	-2.7	-4	-2	-11	1	0.3	-20
CCOC(=O)CCSc1nc(-c2ccccc2)cc(C(F)(F)F)n1	3.4	0.0	-14	-1.0	34	0	9	-2	1.9	11
Cc1ccc(C)n1-n1cnc2sc(-c3ccccc3)cc2c1=O	0.1	-2.5	-5	-3.0	.	.	-14	-26	-0.8	7
Cc1ccc(NC2c3ccccc3C(=O)N2c2cccnc2)cc1 (stereo unspecified)	0.8	-1.2	1	-1.8	6	0	4	1	5.4	-4
O=C(/C=C\c1ccc(-c2cccc([N+](=O)[O-])c2)o1)N1CCOCC1	-0.5	-1.4	1	-0.7	-17	4	-9	4	-0.5	8
CCOc1ccccc1C(=O)Nc1nnc(SCC(=O)N2CCOCC2)s1	-2.0	1.0	1	0.4	-3	0	-12	8	1.0	2
COc1cc(OC)cc(C(=O)NC2CCCCCCC2)c1	0.9	2.2	-1	-0.7	-3	-1	-14	-2	1.0	-1
Cc1ccc(S(=O)(=O)NCCc2cccs2)cc1	0.6	0.0	0	-0.6	-1	0	-20	20	0.9	7
COc1ccc(C(=O)c2c(C(F)(F)F)oc3c2C(=O)c2ccccc2C3=O)cc1OC	0.8	-0.9	1	0.7	13	-15	7	-23	-0.5	-15
Cc1ccccc1N1C(=O)C2C3C=CC(CC3)C2C1=O (stereo unspecified)	2.0	-0.5	-1	0.0	-4	-1	-9	-36	4.0	0
COc1cc(S(=O)(=O)Nc2ccc3nc(C)sc3c2)ccc1NC(C)=O	1.1	1.6	3	-1.1	1	-2	-2	3	-1.9	-5
Cc1cc(C)nc(/N=C2\NC(=O)CC(C(=O)O)N2c2ccc(C)c(C)c2)n1 (stereo unspecified)	5.8	0.2	0	0.1	4	0	-1	-5	0.0	0
CC(C)Cc1ccc(C(C)C(=O)N2CCOCC2)cc1 (stereo unspecified)	2.6	-0.5	0	-1.7	3	.	-5	.	1.1	-3
O=C(Nc1cccc(F)c1)C1CC(=O)N(c2ccc(Cl)cc2)C1 (stereo unspecified)	0.6	0.4	-2	-1.3	3	.	0	.	3.8	0
CC(=O)c1ccc(OC(=O)Oc2ccc(C(C)=O)cc2)cc1	0.2	.	1	0.7	13	-2	-12	-28	.	0
CCc1noc(C)c1C(=O)Nc1cc(S(=O)(=O)N2CCOCC2)ccc1OCC(F)(F)F	3.8	2.8	0	0.0	0	6	8	3	-0.8	4
CCn1cc(C(=O)NCC(=O)NC(C)(C)CO)c(=O)c2cc3c(cc21)OCO3	1.5	.	-4	-2.0	3	-1	-19	-5	.	-7
CNc1oc(-c2cccc3ccccc23)nc1C#N	1.8	-0.7	4	.	1	.	-14	12	-1.6	-11
O=C1CC(N2CCN(c3ccc(F)cc3)CC2)C(=O)N1c1ccccc1 (stereo unspecified)	4.6	2.7	-6	-0.9	2	-1	-7	-26	-0.6	-3
O=C(Cc1cc(=O)[nH]c(=O)[nH]1)NCc1ccc(Cl)cc1	2.4	0.2	0	-0.7	-3	-3	2	-10	0.8	-3
CS/C(=N/S(=O)(=O)c1ccc(C)cc1)c1ccccc1	2.6	1.5	-8	0.8	8	.	6	-5	6.1	-10
COc1ccc(-n2nc(C(=O)NCc3cc(OC)ccc3OC)c3c4ccccc4n(C)c3c2=O)cc1	2.9	-0.9	1	-2.4	-8	3	-5	-13	0.5	-5
Cc1nc2sccn2c(=O)c1Cl	1.9	2.2	-4	-2.4	-9	-1	-4	-22	1.3	-2
CC(=O)c1c(C)[nH]c(C(=O)COC(=O)CCOc2ccc(C)cc2)c1C	6.1	0.3	-1	-0.8	-3	-6	-3	-59	-0.2	3
CC(C(=O)OCC(=O)Nc1ccc(S(N)(=O)=O)cc1)N1C(=O)c2ccccc2C1=O (stereo unspecified)	1.9	1.7	2	-0.4	-4	0	7	12	-0.7	-8
COc1ccc(-c2c(C#N)c(N)nc3c2CCCC3)cc1OC	0.2	-2.2	1	-2.5	6	.	11	-10	0.3	14
Cn1c(/C=N/O)nc2ccccc21	2.4	-1.6	-4	-0.2	-6	4	-27	9	0.5	2
O=C(NCc1ccc(Cl)cc1)C(=O)NCC(c1ccco1)N1CCOCC1 (stereo unspecified)	1.0	0.6	2	-0.2	1	.	-25	2	-1.1	-4
CC(C)c1ccc(NC2CCCN(C(=O)c3ccoc3)C2)cc1 (stereo unspecified)	-0.8	2.2	-3	-0.5	3	2	5	-5	1.5	1
Cc1ccnc(NC(=O)c2ccc(S(=O)(=O)c3ccccc3)cc2)c1	4.6	0.4	-1	-0.5	.	.	-17	22	3.4	2
CCCC(c1nnnn1CC1CCCO1)N1CCN(c2cc(Cl)ccc2C)CC1 (stereo unspecified)	-0.2	-0.2	-16	-0.1	16	-3	-8	15	2.4	14
O=C(OCCOCn1cc(Br)c(=O)[nH]c1=O)c1ccccc1	2.9	-1.1	.	.	.	-2	.	.	4.6	.
COc1ccccc1N(C(=O)c1csnn1)C(C(=O)NC1CCCC1)c1ccccc1 (stereo unspecified)	1.9	-0.9	-2	-2.1	-3	-2	-10	-77	4.1	2
O=C(Cn1nc(Cc2ccncc2)c2ccccc2c1=O)N1CCN(C(=O)c2ccco2)CC1	1.5	0.0	-2	-0.4	18	10	2	6	7.0	17
Cc1c(C)c2ccc(OCC(=O)N[C@@H](Cc3c[nH]c4ccccc34)C(=O)O)cc2oc1=O	3.5	2.7	1	-0.7	9	-2	11	5	4.9	0
Cc1ccc(Nc2ncccc2C(N)=O)cc1	4.5	0.3	2	-0.7	18	?	6	9	1.5	-2
CCSc1nnc(NC(=O)c2c(C)noc2C)s1	1.4	0.0	-2	-0.2	2	3	11	-6	2.7	19
COc1ccc(C(=O)Nc2cccc3c2C(=O)NC3=O)cc1S(=O)(=O)N1CCOCC1	0.9	0.5	-1	-3.6	.	2	-7	-53	0.8	2
CCc1ccc(NC(=O)c2ccc(NC3=NC4CS(=O)(=O)CC4S3)cc2)cc1 (stereo unspecified)	1.6	-4.1	4	-0.8	-4	-3	-2	16	0.8	-7

Reformatted with values under each structure: entries from further up.
Below each compound – phage Ecoli inh, Ecoli viability, DAGLB inh, CAL PDZ FP, Rtt109 Vps75, Wnt act, PvdQ acylase, PfHsp90 set2, AddAB inh, Tat export inh
> COc1ccc(-c2c(C#N)c(N)nc3c2CCCC3)cc1OC
 : 0.2, -2.2, 1, -2.5, 6, ., 11, -10, 0.3, 14
> Cn1c(/C=N/O)nc2ccccc21
 : 2.4, -1.6, -4, -0.2, -6, 4, -27, 9, 0.5, 2
> O=C(NCc1ccc(Cl)cc1)C(=O)NCC(c1ccco1)N1CCOCC1 (stereo unspecified)
 : 1.0, 0.6, 2, -0.2, 1, ., -25, 2, -1.1, -4
> CC(C)c1ccc(NC2CCCN(C(=O)c3ccoc3)C2)cc1 (stereo unspecified)
 : -0.8, 2.2, -3, -0.5, 3, 2, 5, -5, 1.5, 1
> Cc1ccnc(NC(=O)c2ccc(S(=O)(=O)c3ccccc3)cc2)c1
 : 4.6, 0.4, -1, -0.5, ., ., -17, 22, 3.4, 2
> CCCC(c1nnnn1CC1CCCO1)N1CCN(c2cc(Cl)ccc2C)CC1 (stereo unspecified)
 : -0.2, -0.2, -16, -0.1, 16, -3, -8, 15, 2.4, 14
> O=C(OCCOCn1cc(Br)c(=O)[nH]c1=O)c1ccccc1
 : 2.9, -1.1, ., ., ., -2, ., ., 4.6, .
> COc1ccccc1N(C(=O)c1csnn1)C(C(=O)NC1CCCC1)c1ccccc1 (stereo unspecified)
 : 1.9, -0.9, -2, -2.1, -3, -2, -10, -77, 4.1, 2
> O=C(Cn1nc(Cc2ccncc2)c2ccccc2c1=O)N1CCN(C(=O)c2ccco2)CC1
 : 1.5, 0.0, -2, -0.4, 18, 10, 2, 6, 7.0, 17
> Cc1c(C)c2ccc(OCC(=O)N[C@@H](Cc3c[nH]c4ccccc34)C(=O)O)cc2oc1=O
 : 3.5, 2.7, 1, -0.7, 9, -2, 11, 5, 4.9, 0
> Cc1ccc(Nc2ncccc2C(N)=O)cc1
 : 4.5, 0.3, 2, -0.7, 18, ?, 6, 9, 1.5, -2
> CCSc1nnc(NC(=O)c2c(C)noc2C)s1
 : 1.4, 0.0, -2, -0.2, 2, 3, 11, -6, 2.7, 19

Bioassay records deposited in PubChem BioAssay by several laboratories.
